# RSV CPE inhibition – inhibition of RSV-induced cytopathic effect – HEp-2 cells, primary 10 µM value included (AID 2391). HEp-2 cells, RSV-induced CPE inhibition; higher % means a stronger effect. CPE inhibition, % at 10 µM, or IC50 in µM where a hit was titrated. 310,000 tested, 0.13% active; in the data active = a potency from the dose series; inconclusive = CPE inhibition mostly from about 23% at the one dose, without a potency; inactive = the rest, 99 in 100 with CPE inhibition below about 21%; note: strong numbers were not always called active
# Siah-1 displacement – blockers of Siah-1 interaction with plectin peptide – biochemical, fluorescence polarization, rhodamine-plectin, uHTS, primary screen (AID 1817); displacement, % at 20 µM, or IC50 in µM where a hit was titrated; Siah-1 / rhodamine-plectin peptide fluorescence polarization; higher % means a stronger effect; 290,000 tested, 0.02% active;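 active = displacement of at least 50% at 20 µM, with a fluorescence ratio check between 0.3 and a set limit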;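 note: plate controls were Siah plus tracer with DMSO for no effect and tracer alone without Siah for full effect; strong numbers were not always called active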
# West Nile virus CPE – West Nile virus antiviral activity, cell-based, CPE readout (AID 1621) | West Nile virus-infected cells, CPE inhibition; higher % means a stronger effect | CPE inhibition, % at 10 µM, or IC50 in µM where a hit was titrated | 290,000 tested, 0.02% active; in the data active = a potency from the dose series; inconclusive = CPE inhibition mostly from about 3.7% at the one dose, without a potency; inactive = the rest, 99 in 100 with CPE inhibition below about 2.2%; note: strong numbers were not always called active
# Large T inhibition – SV40 large T antigen inhibitors, biochemical (AID 1903); SV40 large T antigen ATPase/helicase inhibition assay; higher % means a stronger effect; one-dose inhibition, % at 20 µM; IC50 in µM for titrated hits; 310,000 tested, 0.39% active; in the data active = a potency from the dose series; inconclusive = inhibition mostly from about 32% at the one dose, without a potency; inactive = the rest, 99 in 100 with inhibition below about 32%; note: strong numbers were not always called active
# Rac1 GTP hydrolysis – MgcRacGAP GTPase-activating activity inhibitors, confirmation, biochemical, ADP Hunter fluorescence | MgcRacGAP-stimulated Rac1 GTP hydrolysis, ADP Hunter fluorescence; higher % means a stronger effect; GST-tagged Rac1 F28L mutant substrate | one-dose inhibition, % at 30 µM; IC50 in µM for titrated hits | 340,000 tested, 0.6% active | AID 624330;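 active = first-screen hits whose inhibition reached a set limit at any dose in the follow-up dose series; inconclusive = inhibition above the set first-screen limit but never retested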;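 note: fluorescence reports GDP produced by GAP-driven GTP hydrolysis; strong numbers were not always called active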
# AID2073 – inhibitors of Mint1-CaV2.2 protein interaction, biochemical, HTRF (AID 2073); HTRF protein-protein interaction, Mint1-CaV2.2; higher % means a stronger effect; inhibition, % at 20 µM; hits with a dose series show IC50 in µM; 290,000 tested, 0.19% active; in the data active = inhibition mostly above about 51%, no sharp cut-off; inconclusive = no clear call, values can overlap the other calls; inactive = mostly below about 53%; note: some results filed as inactive read as strong as hits
# UTI89 phage lysis – inhibition of K1F phage lysis, E. coli UTI89, bacterial capsule biogenesis inhibitors, alamar blue (AID 488966) | E. coli UTI89 K1F phage lysis, alamar blue, 2 h; higher % means a stronger effect | one-dose inhibition, % at 100 µM; IC50 in µM for titrated hits | 340,000 tested, 0.02% active;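 active = phage lysis inhibition, versus mean bacterial control, above a set limit; inconclusive = no clear call, values can overlap the other calls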;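 note: capsule biogenesis inhibitors block K1F phage lysis so surviving cells raise fluorescence; higher fluorescence means more inhibition of phage lysis; actives were called in the ten point dose series up to 300 µM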
# NS5 inhibitors – Dengue-2 NS5 methyltransferase inhibitors, primary screen, biochemical, confirmation dose response (AID 588689); Dengue-2 NS5 methyltransferase capping enzyme assay, biochemical; higher % means a stronger effect; inhibition, % at 25 µM, or IC50 in µM where a hit was titrated; 340,000 tested, 0.3% active; in the data active = a potency from the dose series; inconclusive = inhibition above about 29% without an active follow-up result
# NTR1 ag – NTR1-driven beta-arrestin-GFP spot formation – imaging, U2OS cells, high content, primary screen (AID 493036); agonist mode; 330,000 tested, 0.17% active; activation, % at 20 µM; P30989;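 active = activation at or above 40% of the spot to cytoplasm intensity ratio, with at least 20 cells analyzed; inconclusive = wells under 20 cells, flagged as cytotoxic or low count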;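 note: 0% = DMSO without peptide and 100% = 100 nM NTR1 peptide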
# Target sequence (P30989 whole entry, looked up): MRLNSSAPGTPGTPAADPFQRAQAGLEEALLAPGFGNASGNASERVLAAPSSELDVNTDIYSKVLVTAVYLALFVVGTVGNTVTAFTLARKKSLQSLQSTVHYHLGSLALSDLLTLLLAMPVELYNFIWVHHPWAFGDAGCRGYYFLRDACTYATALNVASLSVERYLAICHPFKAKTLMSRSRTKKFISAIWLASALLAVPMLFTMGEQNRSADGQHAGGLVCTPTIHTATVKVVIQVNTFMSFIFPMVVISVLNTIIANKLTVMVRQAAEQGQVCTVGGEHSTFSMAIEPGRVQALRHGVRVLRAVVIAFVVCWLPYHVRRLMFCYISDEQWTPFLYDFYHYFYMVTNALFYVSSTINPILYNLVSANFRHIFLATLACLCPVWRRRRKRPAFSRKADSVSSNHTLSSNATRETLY
# NTR1 ag cell count 20 µM – second read-out of NTR1 ag, no call of its own (marks repeat the call); cell count; measured here: cell count, cytotoxicity flag
# NS5 inhibitors pilot replicate – further read-out of NS5 inhibitors, marked with its call; inhibition, %; measured here: pilot screen replicate inhibition
# * = called active by the depositor; ? = inconclusive; . = no result given; [ ] = another dose, or the depositor's remark.
SMILES,RSV CPE inhibition,Siah-1 displacement,West Nile virus CPE,Large T inhibition,Rac1 GTP hydrolysis,AID2073,UTI89 phage lysis,NS5 inhibitors,NTR1 ag,NTR1 ag cell count 20 µM,others
CCN1CCN(Cc2c(O)ccc3c(C)cc(=O)oc23)CC1,0.7%,-5%,0.1%,11%,7%,25%,-1.0%[50 µM],-6%,1.4,60,
CC(OC(=O)CN1C(=O)c2ccccc2C1=O)C(=O)NC1CCCCC1C (stereo unspecified),-0.7%,.,.,9%,5%,.,0.6%[50 µM],0%,1.7,54,
N=c1n(CCO)c2ccccc2n1Cc1ccc(Cl)cc1,1.0%,-1%,-0.5%,2%,7%,1%,0.4%,-1%,-0.8,49,
CC1CCCCN1C(=O)c1ccc(CS(=O)(=O)Cc2ccccc2)cc1 (stereo unspecified),0.6%,3%,-0.5%,16%,8%,12%,0.2%,0%,-1.7,49,
CC(Oc1ccccc1)C(=O)OCC(=O)Nc1sccc1C(N)=O (stereo unspecified),0.8%,.,.,.,5%,.,0.8%[50 µM],3%,-1.3,63,
Cc1csc(NC(=O)C2CCCC2)n1,-0.6%,0%,0.7%,15%,15%,3%,0.8%,-3%,1.7,36,
O=C(Cc1coc2ccc3ccccc3c12)NCc1cccs1,3.4%,-6%,-0.4%,3%,2%,13%,2.3%,-2%,-1.3,37,
COc1cccc(C(=O)Nc2nnc(S(=O)(=O)N3CCCC3)s2)c1,2.2%,5%,-0.1%,2%,2%,34%,-0.2%,2%,0.7,62,
O=C(CCS(=O)(=O)c1ccc(Br)cc1)N1CCCCCC1,4.0%,18%,-0.3%,10%,1%,9%,0.4%,1%,-0.5,66,
Cc1ccc(-c2nnc(NCCCO)c3ccccc23)cc1,-0.1%,0%,2.0%,2%,4%,7%,-0.8%[50 µM],2%,0.4,52,
CCCCc1nc2ccccc2c(=O)n1NC(=O)c1c(O)c2ccccc2n(C)c1=O,17%,12%,-1.1%,-3%,9%,33%,0.3%,3%,1.8,90,
COc1cccc(CNC(=O)COc2cc3c(c4oc(=O)cc(C)c24)CCC(C)(C)O3)c1,5.7%,12%,-0.8%,.,5%,28%,12%,-4%,5.9,103,
O=C(NCC(c1cccnc1)N1CCN(c2ccccc2F)CC1)c1ccccc1 (stereo unspecified),0.2%,6%,-0.2%,5%,9%,3%,-0.7%,0%,-0.4,57,
CN1CC[C@]2(CCN3CCc4c(oc5ccccc45)[C@@H]3C2)N(C)C1=O,2.0%,.,.,23%,11%,.,-6.3%,-81%,-1.5,56,
COCCN(C(=O)COC(=O)COc1ccc2c(c1)CCC2)c1c(N)n(Cc2ccccc2)c(=O)[nH]c1=O,-2.3%,.,.,10%,5%,.,1.4%[50 µM],-4%,0.0,57,
CCOC(=O)c1cnc2c(C(F)(F)F)cccc2c1N1CCN(C)CC1,-0.8%,-2%,-1.2%,-4%,3%,-3%,1.4%[50 µM],-2%,2.7,49,
O=c1cc(-c2ccccc2)cc(-c2ccccc2)n1CCCO,-1.9%,.,.,9%,5%,.,-1.1%,-7%,-5.2,88,
O=C(CSc1nnc(Cc2cccs2)n1Cc1ccco1)Nc1cccc(Cl)c1,2.1%,-1%,-0.6%,-1%,5%,-14%,-0.3%,-7%,2.3,86,NS5 inhibitors pilot replicate=-6.0
CCN(CC)S(=O)(=O)c1cccc(-c2nnc(SCC(=O)NC3CCCCCC3)n2N)c1,1.8%,2%,-1.0%,3%,9%,-4%,0.1%,-3%,0.5,41,NS5 inhibitors pilot replicate=5.8
COC(=O)C12CC3CC(C1)CC(n1cnc(Cl)n1)(C3)C2,2.2%,5%,-0.6%,11%,6%,8%,0.9%,-2%,1.9,71,
Cc1c(C)c2ccc(OCC(=O)Nc3ccccn3)c(C)c2oc1=O,-0.1%,5%,-0.3%,14%,7%,12%,0.5%,-5%,0.7,52,
COc1ccc(C(=O)/C=C/c2ccc(C)cc2)c(OC(=O)c2ccc([N+](=O)[O-])cc2)c1,1.9%,11%,0.2%,20%,4%,2%,2.4%,-7%,2.5,62,
O=C(O)CCc1nn2c3ccccc3n(CCN3CCCCC3)c2nc1=O,0.7%,0%,0.5%,2%,2%,20%,0.9%,-6%,1.9,91,
COc1ccc(C/C(N)=N/O)cc1,0.5%,3%,0.7%,5%,6%,-8%,4.4%,-3%,2.1,51,
OCCNc1nc(-c2cccnc2)nc2ccccc12,0.3%,-2%,0.5%,5%,7%,2%,1.3%,-3%,0.1,48,
CC(C)C[C@H](NC(=O)[C@H]1N2C(=O)c3ccccc3C2SC1(C)C)C(=O)N[C@@H](Cc1ccccc1)C(=O)O (stereo partly specified),2.1%,0%,-0.5%,8%,3%,-2%,3.9%,-2%,1.3,86,
CCOCCn1c(CN2CCCCC2C)nc2c1c(=O)n(C)c(=O)n2C (stereo unspecified),1.4%,9%,-0.3%,5%,4%,14%,-0.4%,0%,-0.4,79,
O=C(CSc1nnc(-c2ccncc2)o1)NC1C2CC3CC(C2)CC1C3 (stereo unspecified),0.5%,-3%,-1.0%,3%,4%,-4%,3.8%,5%,-0.5,41,
CCc1ccc(OCCOC(=O)Nc2ccccc2)cc1,16%,3%,-0.5%,9%,2%,-5%,2.3%,-1%,-0.8,62,
CCOc1ccc2nc(Cl)c(/C=C/C(=O)c3ccco3)cc2c1,4.2%,0%,0.3%,9%,6%,9%,-0.6%,-6%,20,70,
CC1CCCCC1NC(=O)COC(=O)/C=C/c1ccc2c(c1)OCO2 (stereo unspecified),1.1%,0%,-0.1%,-4%,6%,-4%,0.5%[50 µM],5%,-1.5,63,
CCOc1ccc(N=C2NN=C(c3cc(C)n(CC4CCCO4)c3C)CS2)cc1 (stereo unspecified),3.2%,-1%,-0.4%,?,26%,34%,-0.5%,-6%,2.6,37,
O=S(=O)(Nc1cccc2c1CCCC2)c1ccc(Cl)cc1,?,-9%,-1.4%,22%,6%,-19%,-4.0%,-9%,2.8,51,
Cn1c(NC(=O)C2CCCO2)cc(=O)n(C)c1=O (stereo unspecified),0.5%,2%,-0.8%,-3%,-3%,0%,4.5%,-3%,2.7,42,
O=C(OCC(=O)c1c[nH]c2ccccc12)c1ccc([N+](=O)[O-])s1,5.2%,0%,-0.1%,1%,5%,0%,-1.6%,3%,2.1,39,
O=C(c1ccc(F)cc1)c1c[nH]c(C(=O)NCCCN2CCOCC2)c1,-0.6%,2%,0.2%,20%,5%,?,0.1%,2%,-1.5,82,
CS(=O)(=O)c1nncn1-c1ccccc1,0.5%,4%,-0.4%,13%,5%,-2%,-0.3%,-6%,1.5,50,
N#C/C(=C/Nc1ccccc1)c1ccsc1,3.4%,0%,0.2%,5%,-5%,-4%,0.4%,-9%,0.0,45,
CC1(C)CC(CCN(Cc2ccccc2)C(=O)c2ccco2)(c2ccccc2)CCO1 (stereo unspecified),?,-1%,-0.1%,13%,4%,3%,-0.8%,-5%,3.9,82,
COc1ccc(-c2csc3ncnc(N4CCN(c5ccccc5[N+](=O)[O-])CC4)c23)cc1,?,-3%,0.3%,8%,4%,14%,1.0%[50 µM],3%,3.3,59,
CC(NC(=O)C(=O)N1CCCCC1)C(c1cccs1)N1CCN(C)CC1 (stereo unspecified),3.5%,-3%,0.3%,-2%,-3%,10%,-0.2%,2%,-0.5,68,
Cc1ccc(C(C)C)c(OCC(=O)NNC(=O)Nc2ccccc2)c1,5.6%,.,.,7%,20%,.,-1.0%,1%,1.1,49,
O=C(CSc1nnc(CNC(=O)c2ccccc2F)o1)c1ccc(Cl)cc1,1.8%,-2%,-0.2%,6%,8%,-5%,-1.2%,-14%,8.6,97,
COc1ccc2c(c1)nc(NCCCO)n2Cc1ccccc1,-2.3%,7%,0.0%,17%,7%,3%,0.1%,-5%,-1.6,58,
Cc1oc(-c2ccccc2)cc1C(=O)NCc1ccncc1,8.7%,11%,-0.6%,11%,14%,4%,-1.2%,-21%,-0.1,44,
COc1cc(NC(=O)c2cccc([N+](=O)[O-])c2)ccc1NC(=O)c1cc2ccccc2o1,4.0%,-6%,?,10%,0%,61%,0.3%,-6%,-1.0,93,
CN(C(=O)c1ccc(NC(=O)Cc2cccc(NC(=O)C3CCCN(C(=O)C4CCCC4)C3)c2)cc1)C1CCCC1 (stereo unspecified),3.8%,.,.,.,9%,.,0.0%,-12%,-1.5,66,
CCCC(O)(CCC)C(=O)NN(C(=O)CCl)c1ccccc1,0.6%,5%,-0.7%,26%,8%,4%,0.0%,3%,2.0,86,
CN(CC(=O)Nc1cccc(F)c1)C(=O)c1cccnc1Sc1ccccc1,0.5%,.,.,21%,1%,.,1.5%[50 µM],1%,0.6,54,
O=[N+]([O-])c1cnc(Nc2ccc(Cl)cn2)c([N+](=O)[O-])c1,4.9%,-1%,-1.5%,12%,13%,14%,0.1%,7%,1.9,84,
CC(Sc1n[nH]c(-c2cccs2)n1)C(=O)Nc1ccc(C(N)=O)cc1 (stereo unspecified),2.0%,.,.,.,2%,.,0.4%[50 µM],-13%,-0.5,50,
CSc1ccc(OC2CCCCC2NS(=O)(=O)c2ccc(Cl)cc2)cc1 (stereo unspecified),13%,-9%,-1.5%,5%,11%,3%,-0.2%,-4%,3.9,77,
O=C(COc1ccccc1)Nc1ccccc1F,0.9%,14%,-0.3%,6%,5%,2%,1.1%,-6%,0.5,54,
Cc1cccc(-c2noc(-c3ccno3)n2)c1,3.8%,-3%,-0.1%,6%,-13%,3%,-2.4%,16%,-0.8,43,
Cc1ccc(/C=N/NC(=O)c2csc3c2CCCC3)cc1,-0.3%,-1%,-0.1%,1%,8%,-5%,0.8%,-1%,1.6,43,
CCCCn1c(N)c(C(=S)NC(=O)CC(C)C)c(=O)n(C)c1=O,.,6%,0.0%,11%,3%,2%,0.2%,-3%,.,.,

# Three structures from above, arranged by SMILES length, rising.
SMILES,RSV CPE inhibition,Siah-1 displacement,West Nile virus CPE,Large T inhibition,Rac1 GTP hydrolysis,AID2073,UTI89 phage lysis,NS5 inhibitors,NTR1 ag,NTR1 ag cell count 20 µM,others
CCCCn1c(N)c(C(=S)NC(=O)CC(C)C)c(=O)n(C)c1=O,.,6%,0.0%,11%,3%,2%,0.2%,-3%,.,.,
CC(Sc1n[nH]c(-c2cccs2)n1)C(=O)Nc1ccc(C(N)=O)cc1 (stereo unspecified),2.0%,.,.,.,2%,.,0.4%[50 µM],-13%,-0.5,50,
O=[N+]([O-])c1cnc(Nc2ccc(Cl)cn2)c([N+](=O)[O-])c1,4.9%,-1%,-1.5%,12%,13%,14%,0.1%,7%,1.9,84,
